Screens from PubChem BioAssay.
TrxR1 substrate: qHTS Assay for Substrates of Mammalian Selenoprotein Thioredoxin Reductase 1 (TrxR1): qHTS; Thioredoxin reductase 1, cytoplasmic (Rattus norvegicus), O89049; purified TrxR1 substrate turnover, NADPH consumption readout; Potency, µM (series often up to 114 µM), for the others: top-dose activity change, negative = substrate turnover; 390,000 tested, 0.01% active; note: potency is the fitted concentration of half-maximal effect; % is set by controls: 0 for no effect and ±100 for the full control effect; nearly all actives have a fitted effect of over 50% in size
Target sequence (O89049 whole entry, looked up): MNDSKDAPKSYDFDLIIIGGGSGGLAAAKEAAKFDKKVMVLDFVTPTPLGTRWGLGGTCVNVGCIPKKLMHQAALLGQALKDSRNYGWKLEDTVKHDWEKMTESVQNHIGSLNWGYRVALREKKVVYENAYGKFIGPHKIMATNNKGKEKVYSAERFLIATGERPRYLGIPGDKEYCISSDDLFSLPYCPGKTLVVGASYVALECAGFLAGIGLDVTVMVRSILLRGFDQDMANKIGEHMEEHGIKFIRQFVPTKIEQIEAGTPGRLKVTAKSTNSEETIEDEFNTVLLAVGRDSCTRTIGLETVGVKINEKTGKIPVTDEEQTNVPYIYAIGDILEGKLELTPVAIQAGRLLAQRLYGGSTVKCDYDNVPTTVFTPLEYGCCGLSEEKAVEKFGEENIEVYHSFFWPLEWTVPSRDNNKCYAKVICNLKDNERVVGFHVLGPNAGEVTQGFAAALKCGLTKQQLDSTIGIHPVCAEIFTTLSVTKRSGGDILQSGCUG
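Rat TrxR1, dispensed at 90 nM, was prereduced with 400 uM NADPH (final) for 5 min at ~22 deg C, then incubated with compound 15 min before 400 uM selenite. A first-read NADPH fluorescence drop versus no-compound background flagged substrates.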
TrxR1 inh: qHTS Assay for Inhibitors of Mammalian Selenoprotein Thioredoxin Reductase 1 (TrxR1): qHTS; Thioredoxin reductase 1, cytoplasmic (Rattus norvegicus), O89049; recombinant rTrxR1, NADPH fluorescence consumption, selenite substrate; Potency, µM (series often up to 114 µM), inactives show at the highest dose activity change, negative = inhibition, actives largely listed as inhibitors; 390,000 tested, 1% active; note: potency is the fitted concentration of half-maximal effect; % is set by controls: 0 for no effect and ±100 for the full control effect; nearly all actives have a fitted effect of over 65% in size
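Rat TrxR1 (90 nM in the dispensed reagent) was pre-reduced with 400 uM NADPH for 5 min at room temperature, then incubated with compound for 15 min. After 400 uM selenite was added, NADPH fluorescence (Ex 340/Em 450 nm) was followed for 8 min.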
D2 ag: HTS Assay for Allosteric Agonists of the Human D2 Dopamine Receptor: Primary Screen for Agonists; D(2) dopamine receptor (Homo sapiens), P14416; HEK293 T-REx D2 cells, calcium flux agonist mode; activation, % at 2 µM; 340,000 tested, 0.53% active; AID 485358, 2010;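 active = activation over 3 SD above normal in the single-dose calcium agonist read, cut at about 30% in these data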; note: 0% is about no effect
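HEK293 Trex D2 cells, tetracycline-induced, o/n 30 C 5% CO2; no-wash Ca dye, RT 30–90 min; 10-cycle baseline, 23 nl cpd added, kinetic Ca read 180 s; agonist hits = positive Ca response.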
Pin1 inhibitor: qHTS Assay to Find Inhibitors of Pin1 | Peptidyl-prolyl cis-trans isomerase NIMA-interacting 1 (Homo sapiens), Q13526 | Pin1 FP peptide displacement, HiFluor488, 10 min | AID 504891, 2011 | 390,000 tested, 0.009% active | Potency, µM (titrated, usually from 115 µM), inactives show top-dose activity, negative = inhibition, hits mostly inhibitors; active = well fitted inhibition curve with a large enough effect in the polarisation, with a control signal flat, not every such curve was filed as active; inconclusive = small, poorly fitted or top-dose-only effect, or effect the other way, or a change in a side signal; inactive = no such curve, though single readings can be large or run the other way; the % refers to the polarisation; note: potency is the fitted concentration of half-maximal effect; % is set by controls: 0 for no effect and ±100 for the full control effect
Target sequence (Q13526 whole entry, looked up): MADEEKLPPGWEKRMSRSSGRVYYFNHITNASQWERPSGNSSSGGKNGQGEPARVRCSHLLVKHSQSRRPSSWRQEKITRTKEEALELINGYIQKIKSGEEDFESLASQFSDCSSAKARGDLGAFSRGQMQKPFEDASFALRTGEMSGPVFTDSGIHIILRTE
D2 antagonist: HTS Assay for Allosteric Antagonists of the Human D2 Dopamine Receptor: Primary Screen for Antagonists; D(2) dopamine receptor (Homo sapiens), P14416; HEK293 TREx D2 cells, calcium flux, dopamine EC80; inhibition, % at 10 µM; 340,000 tested, 2% active; in the data active = inhibition above about 30%; note: 0% is about no effect
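Tetracycline-induced HEK293 TREx cells expressing D2 receptor forced-coupled to calcium signalling, loaded with no-wash calcium dye. Compounds added and calcium flux read 180 s, then dopamine added at EC80 and read a further 180 s.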
TRHR PAM: qHTS for Small Molecule Agonists and Allosteric Enhancers of Human TRH Receptor: Primary Screen for Enhancers | Thyrotropin-releasing hormone receptor (Homo sapiens), P34981 | TRHR cells, fluo-8 calcium fluorescence, EC20 TRH enhancement | enhancement, % at 2 µM | AID 493056, 2011 | 360,000 tested, 0.66% active; in the data active = enhancement above about 30%; note: 0% is about no effect
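TRHR-expressing cells loaded with fluo-8 calcium dye were read kinetically (ex 480/em 530) during compound addition, then stimulated with an EC20 of TRH (10 nM final). Enhancement of the Gq-mediated intracellular calcium response was scored.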
IDH1 R132H inh: qHTS for Inhibitors of mutant isocitrate dehydrogenase 1 (IDH1): qHTS | Isocitrate dehydrogenase [NADP] cytoplasmic (Homo sapiens), O75874 | IDH1-R132H enzyme, NADPH consumption, diaphorase/resazurin fluorescence | Potency, µM (top dose mostly 76.6 µM), for the others: at the highest dose activity change, negative = inhibition, hits mostly inhibitors | 390,000 tested, 0.093% active; note: potency is the fitted concentration of half-maximal effect; % is set by controls: 0 for no effect and ±100 for the full control effect; nearly all actives have a fitted effect of over 65% in size
Target sequence (O75874 whole entry R132H, stated change not applied): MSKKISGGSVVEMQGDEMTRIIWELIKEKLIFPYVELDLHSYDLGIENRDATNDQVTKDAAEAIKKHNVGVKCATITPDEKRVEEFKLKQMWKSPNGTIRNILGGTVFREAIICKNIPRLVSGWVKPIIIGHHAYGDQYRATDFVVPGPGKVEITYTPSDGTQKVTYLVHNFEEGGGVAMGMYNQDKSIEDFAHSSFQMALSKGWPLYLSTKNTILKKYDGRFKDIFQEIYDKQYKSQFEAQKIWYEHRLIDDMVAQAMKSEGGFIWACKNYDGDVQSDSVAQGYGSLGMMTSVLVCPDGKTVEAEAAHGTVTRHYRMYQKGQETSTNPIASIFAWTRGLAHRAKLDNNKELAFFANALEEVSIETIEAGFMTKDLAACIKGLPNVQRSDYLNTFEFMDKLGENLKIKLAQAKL
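IDH1-R132H (0.5 ug/mL dispensed) in pH 7.5 Tris buffer was preincubated 30 min with compound, then given a substrate mix of 0.016 mM NADPH and 2 mM alpha-KG for 80 min at room temperature; remaining NADPH was read by diaphorase/resazurin fluorescence.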
TRHR ag: qHTS for Small Molecule Agonists and Allosteric Enhancers of Human TRH Receptor: Primary Screen for Agonists. Thyrotropin-releasing hormone receptor (Homo sapiens), P34981. TRHR cells, calcium flux fluo-8, FDSS agonist mode. activation, % at 2 µM. 360,000 tested, 0.18% active; in the data active = activation above about 30%; note: 0% is about no effect
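Fluo-8-loaded TRHR cells; 10 s baseline, compound added, kinetic Ca2+ fluorescence read 1/s, agonist mode.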
USP1-UAF1 inh: Inhibitors of USP1/UAF1: Primary Screen; Potency, µM (highest dose often 57.1 µM), for inactives: at the top dose activity change, negative = inhibition, usual class: inhibitors; recombinant USP1/UAF1, Ub-Rhodamine cleavage fluorescence; 390,000 tested, 0.23% active; Ubiquitin carboxyl-terminal hydrolase 1 (Homo sapiens), O94782; note: potency is the fitted concentration of half-maximal effect; % is set by controls: 0 for no effect and ±100 for the full control effect; nearly all actives have a fitted effect of over 60% in size; inactives centre near -12
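In this screen, compounds sit with the deubiquitinase complex (1nM) for 15 min at room temperature before Ub-Rho is added at 150nM final. Fluorescence rise is then followed for 6 reads every 60 seconds.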
The depositor's hits bear a star; ? = inconclusive; / = no result given; [ ] = another dose, or the depositor's remark. Unless noted, calls come from the whole dose curve; as a rule, active = well fitted inhibition curve with a large enough effect; inconclusive = small, poorly fitted or top-dose-only effect; inactive = no such curve, though single readings can be large or run the other way.

| item | SMILES | TrxR1 substrate | TrxR1 inh | D2 ag | Pin1 inhibitor | D2 antagonist | TRHR PAM | IDH1 R132H inh | TRHR ag | USP1-UAF1 inh |
| --- | --- | --- | --- | --- | --- | --- | --- | --- | --- | --- |
| 1 | O=C(Nc1ccccc1F)c1ccc(S(=O)(=O)NCC2CCCO2)cc1 (stereo not given) | 5% | 13% | -0.2 | 6% | -37 | 1 | -4% | 0.1 | -14% |
| 2 | CCOc1cc(N2CCOCC2)c(OCC)cc1NC(=O)c1c(-c2ccccc2)noc1C | -5% | -1% | 0.5 | -4% | -31 | 3 | 31%[activator] | -0.4 | -3% |
| 3 | C=CCNc1cnn(CC(C)=O)c(=O)c1Br | -8%[57.1 µM] | 6%[57.1 µM] | 0.1 | -1% | -1 | 0 | 2% | 0.0 | -17% |
| 4 | O=C(CSc1nnc(-c2cccs2)o1)N1CCOCC1 | 3%[57.1 µM] | 3%[57.1 µM] | -1.1 | -12% | -3 | 13 | -5% | -1.7 | -6% |
| 5 | Cc1ccc(S(=O)(=O)NC2=NCN(C(C)C)CN2)cc1 | 9%[57.1 µM] | 11% | / | 6% | / | 9 | 3% | 0.1 | 6% |
| 6 | COc1ccc(NC(=O)Nc2ccc(F)cc2F)cc1 | -2% | -6% | -1.0 | 2% | -4 | -2 | -16% | 0.3 | -4% |
| 7 | COc1ccc(-n2nc(C(=O)NCCc3cccc(C)c3)c3c4ccccc4n(C)c3c2=O)cc1Cl | 26% | 47%[activator] | 0.5 | -4% | / | 3 | 0% | 0.9 | 4% |
| 8 | COc1cc(N(C)C)ccc1C=c1c2ccccc2n2c1cc(-c1ccccc1)[n+]2C | 8%[11.4 µM] | 10%[11.4 µM] | / | 61%[activator] | / | / | -15% | / | ? |
| 9 | COC(=O)COc1c(/C=C\c2nc(O)c([N+](=O)[O-])c(=O)[nH]2)cccc1OC | -12% | -11% | 0.1 | -7% | -11 | 1 | 5% | 0.5 | -22% |
| 10 | CC(C)c1nc(C(N)=O)c2[nH]c(=O)n(-c3ccc(F)cc3)c2n1 | 30% | 11% | 0.5 | 0% | 19 | -6 | 6% | -1.2 | -21% |
| 11 | CN(c1nnc(N)s1)C1CCCCC1 | 6%[57.1 µM] | 10%[57.1 µM] | 0.5 | -5% | -6 | -6 | -6% | 0.1 | -20% |
| 12 | COc1ccc(S(=O)(=O)N2CCN(S(=O)(=O)c3ccc(C(F)(F)F)cc3)CC2)cc1C | 15% | 45%[activator] | 0.6 | 3% | 12 | -3 | 4% | 0.2 | -6% |
| 13 | CCC(Cc1ccccc1)NC(=O)c1ccc2nc(N3CCOCC3)sc2c1 (stereo not given) | 5% | 12% | 1.1 | -3% | 15 | 1 | -4% | 0.0 | -29% |
| 14 | N=C(N)n1c(N)nc2ccccc2c1=O | 91%[activator] | 31% | 2.2 | 0% | 28 | -4 | 3% | 0.8 | -16% |
| 15 | S=C(Nc1ccccc1Cl)NC1CC2CCCC(C1)N2C1CC1 (stereo not given) | -1% | -31% | -0.3 | 7% | -18 | -6 | 10% | 1.3 | -7% |
| 16 | Cc1cccc(C)c1NC(=O)COC(=O)c1c2c(nc3ccccc13)/C(=C\c1ccc3c(c1)OCO3)CCC2 | 8%[57.1 µM] | 14%[57.1 µM] | 6.1 | 46%[activator] | 0 | 6 | 1% | 0.1 | -23% |
| 17 | NS(=O)(=O)c1cnccc1Oc1cccc(Cl)c1 | 6%[11.4 µM] | 18%[11.4 µM] | / | -8% | / | / | 0% | / | -2% |
| 18 | C/C(=N\Nc1c(Cl)c(Cl)nc(C(=O)O)c1Cl)c1ccc(O)cc1 | -11% | -9% | -0.4 | 1% | 20 | 0 | 2% | -1.5 | -9% |
| 19 | CCOc1cccc(-c2nc(C(N)=O)c3[nH]c(=O)n(-c4cccc(Cl)c4)c3n2)c1O | 6%[57.1 µM] | -1%[57.1 µM] | 1.2 | 2% | -5 | 1 | 5% | 0.7 | -7% |
| 20 | CCC(C)N(C(=O)CSc1nnc(COc2ccccc2F)n1N)C1CCS(=O)(=O)C1 (stereo not given) | 1% | -7% | -0.2 | -7% | 24 | -7 | 1% | 0.3 | -3% |
| 21 | COc1ccc2nc(SCC(=O)Nc3cc(C)on3)[nH]c2c1 | 8% | 16% | 1.0 | -4% | 19 | -15 | 0% | -1.3 | -9% |
| 22 | COC(=O)c1ccccc1C(=O)N1CCCC(C(=O)c2cc(F)ccc2F)C1 (stereo not given) | 10%[57.1 µM] | 31%[57.1 µM] | -1.3 | 1% | -7 | 27 | 1% | 0.1 | -19% |
| 23 | Cc1ccc2c(c1)C(=C(C#N)C#N)C(=O)N2CCN1CCCCC1 | -12%[11.4 µM] | 46%[activator][11.4 µM] | -0.6 | -1% | -12 | 1 | 0% | 0.2 | -9% |
| 24 | Cc1nc2nc(C)c(CCC(=O)NCCC3=CCCCC3)c(C)n2n1 | 11%[57.1 µM] | 40%[activator][57.1 µM] | -0.8 | -4% | 6 | -1 | -3% | 0.0 | -15% |
| 25 | CCc1c(C)c2cc3c(c(C)c2oc1=O)OCN(CCc1ccc(OC)c(OC)c1)C3 | 526%[activator] | ? | 6.6 | 1% | / | 13 | -10% | 14 | 6% |
| 26 | COc1ccccc1NC(=O)COc1ccccc1 | 6% | 12% | -0.3 | 2% | 1 | 0 | 0% | 0.1 | -7% |
| 27 | Cc1cc(S(=O)(=O)Nc2cccc(Cl)c2)c(C)s1 | 1%[57.1 µM] | 17%[57.1 µM] | -1.4 | 1% | 3 | 7 | 12% | -0.5 | ? |
| 28 | CCN(CC)S(=O)(=O)c1ccc(N2CCOCC2)c(NC(=O)COc2ccc(Cl)cc2)c1 | 2% | 23% | 1.1 | 27% | 7 | -6 | 3% | 0.5 | -17% |
| 29 | Cc1nc2sc3c(NCc4ccco4)ncnc3c2c2c1COC(C)(C)C2 | 10%[57.1 µM] | -8%[57.1 µM] | 3.4 | ? | 11 | 4 | 0% | 3.0 | -23% |
| 30 | O=C(COc1c(CO)cc(Br)cc1CO)NC1CCCc2ccccc21 (stereo not given) | 3%[57.1 µM] | 24%[57.1 µM] | 0.2 | -5% | 8 | -6 | -2% | 0.3 | -15% |
| 31 | CSc1cccc(NC(=O)C2CCCN(C(=O)c3cnn(-c4ccc(F)cc4)c3-n3cccc3)C2)c1 (stereo not given) | -3%[57.1 µM] | 29%[57.1 µM] | 0.4 | 3% | / | 20 | -6% | 0.1 | -10% |
| 32 | CC(C)CCn1c(=O)c2sccc2n2c(CCCC(=O)NC(C)C)nnc12 | 10% | 25% | -0.3 | -11% | / | 11 | -7% | -1.5 | 2% |
| 33 | CC(C)NC(=O)COC(=O)c1cc(=O)[nH]c2ccccc12 | 15%[57.1 µM] | 6%[57.1 µM] | 0.3 | -5% | 19 | 6 | 14% | 0.5 | -12% |
| 34 | CCCCNS(=O)(=O)c1ccc(NC(=O)c2cccs2)cc1 | -3% | 7% | / | ? | / | -2 | -7% | -1.0 | -3% |
| 35 | Cc1ccc(C)c(N2CCN(C(=S)Nc3ccc4nc(N5CCOCC5)cc(C)c4c3)CC2)c1 | -20%[57.1 µM] | 19%[57.1 µM] | -1.5 | 1% | -3 | 2 | 1% | -0.8 | -10% |
| 36 | Cn1c(C(=O)N2CCOCC2)cnc1Sc1ncc(C(F)(F)F)cc1Cl | -4% | 5% | 0.1 | 1% | -18 | 20 | -1% | 0.0 | -13% |
| 37 | CCc1noc(C)c1C(=O)Oc1ccc(N(C)S(=O)(=O)c2ccccc2)cc1 | 0% | 13% | -0.2 | 4% | 16 | 5 | -2% | -0.2 | -3% |
| 38 | Cc1oc(C(=O)O)cc1CSCc1cc(C(=O)O)c(C)o1 | -9% | -16% | -0.8 | ? | -4 | 16 | 0% | -2.5 | -1% |
| 39 | Cc1cc(C)c(S(=O)(=O)N2CCCC(C(=O)NCc3ccncc3)C2)c(C)c1 (stereo not given) | -4% | -4% | 0.9 | -1% | 14 | 13 | 6% | 0.6 | -15% |
| 40 | O=C(c1ccccc1)N(CCN1CCOCC1)C1(C(=O)Nc2ccccc2)CCCCC1 | -10% | -9% | 0.6 | 8% | 1 | 1 | 0% | 0.1 | -1% |
| 41 | N#CCCN1CCN(S(=O)(=O)c2ccc3c(c2)OCCCO3)CC1 | -6% | 1% | -0.4 | 0% | 13 | 5 | 1% | -0.7 | -14% |
| 42 | CCOc1cc(C(=O)NC)cc(OCC)c1OCC | 1% | 39%[57.1 µM] | -0.3 | 3% | 12 | 3 | 14% | -0.2 | -4% |
| 43 | CC1CN(S(=O)(=O)c2cccc(C(=O)OC(C)C(=O)NC3CCCCC3C)c2)CC(C)O1 (stereo not given) | -5% | 1% | -0.7 | -4% | 12 | -7 | 3% | 1.0 | -6% |
| 44 | CCOc1ccc(CCNC(=O)C2CC(=O)N(c3ccccc3OCC)C2)cc1OCC (stereo not given) | -9%[57.1 µM] | -9%[57.1 µM] | -0.5 | -1% | 18 | 2 | -3% | -0.2 | -14% |
| 45 | CC(C)C(=O)N1CCN(c2nc3ccc(Cl)cc3s2)CC1 | 2% | 9% | 0.3 | 1% | 5 | -5 | 1% | 0.6 | -24% |

These rows are one share of the data; the hit share may differ from the screen's.
